D1 antagonist = human D1 dopamine receptor antagonism; P21728; HEK293 TREx D1 cells, calcium flux, dopamine EC80; active compounds read low; activity change, negative = inhibition, % at 10 µM; 360,000 compounds, 3.2% hits; AID 504652; in the data active means activity change below about -30%; further: on the % scale 0 is the no-effect control and ±100 the full control effect
Target sequence (P21728 whole entry, looked up): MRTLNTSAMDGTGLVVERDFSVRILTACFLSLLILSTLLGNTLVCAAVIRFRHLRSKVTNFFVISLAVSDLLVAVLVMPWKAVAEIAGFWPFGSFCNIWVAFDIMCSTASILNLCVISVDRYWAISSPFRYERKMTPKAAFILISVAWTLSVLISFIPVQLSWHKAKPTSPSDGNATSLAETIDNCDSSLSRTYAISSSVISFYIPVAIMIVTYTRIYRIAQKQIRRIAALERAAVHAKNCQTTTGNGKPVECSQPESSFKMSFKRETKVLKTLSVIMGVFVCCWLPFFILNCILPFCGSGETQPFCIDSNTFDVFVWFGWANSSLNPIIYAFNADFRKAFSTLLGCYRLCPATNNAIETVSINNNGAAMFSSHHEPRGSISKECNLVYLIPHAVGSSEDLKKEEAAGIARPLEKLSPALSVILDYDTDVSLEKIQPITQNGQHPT
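HEK293 T-REx cells expressing inducible, force-coupled D1 receptor; no-wash Ca dye, 30–90 min RT. Cmpd → 180 s read at 1 Hz → EC80 DA → 180 s read.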
TRHR PAM = allosteric enhancers of human TRH receptor; P34981; TRHR cells, fluo-8 calcium fluorescence, EC20 TRH enhancement; enhancement, % at 2 µM; 360,000 compounds, 0.66% hits; AID 493056; in the data active means enhancement above about 30%; further: 0% is about no effect
Target sequence (P34981 whole entry, looked up): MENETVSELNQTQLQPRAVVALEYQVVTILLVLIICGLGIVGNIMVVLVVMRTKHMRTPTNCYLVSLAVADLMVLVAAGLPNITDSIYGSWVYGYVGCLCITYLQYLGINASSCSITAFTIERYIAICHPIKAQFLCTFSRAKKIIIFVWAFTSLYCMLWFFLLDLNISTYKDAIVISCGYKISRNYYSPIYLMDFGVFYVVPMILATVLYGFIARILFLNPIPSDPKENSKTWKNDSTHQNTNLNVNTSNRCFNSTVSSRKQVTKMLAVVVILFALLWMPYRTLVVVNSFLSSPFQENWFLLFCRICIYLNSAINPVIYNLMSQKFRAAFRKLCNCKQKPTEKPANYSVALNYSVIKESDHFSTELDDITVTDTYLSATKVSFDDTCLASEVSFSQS
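TRHR-expressing cells loaded with fluo-8 calcium dye were read kinetically (ex 480/em 530) during compound addition, then stimulated with an EC20 of TRH (10 nM final). Enhancement of the Gq-mediated intracellular calcium response was scored.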
RXFP1 agonist = activates the human relaxin receptor RXFP1; Q9HBX9; 370,000 compounds, 0.3% hits; AID 2676; HEK293T-RXFP1 cAMP TR-FRET, 30 min; response scale: percent of porcine relaxin response, buffer zero; Potency, µM (series often up to 57.5 µM), for the others: at the top dose activation, hits mostly activators; further: potency means the concentration at half of the fitted maximal effect; on the % scale 0 is the no-effect control and ±100 the full control effect; nearly all actives have a fitted effect of over 60% in size; many of its hits are not listed in these tables
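HEK293T cells stably expressing RXFP1 were pretreated with the PDE4 inhibitor Ro 20174, exposed to compounds for 30 min at 37C, lysed, and cAMP was read by TR-FRET. Data normalized to buffer (basal) and 29 nM porcine relaxin (100%).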
D1 ag = human D1 receptor agonism; HEK293 T-REx D1 cells, calcium flux, agonist mode; AID 504660; activation, % at 2 µM; 360,000 compounds, 1% hits; in the data active means activation above about 30%; further: 0% is about no effect
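Tetracycline-induced HEK293 TREx D1 cells, force-coupled to calcium signalling, were dye-loaded with a no-wash calcium kit. Compound was pin-added after a 10 s baseline. Fluorescence was read kinetically at 1 cycle/s for 180 s, with calcium rises flagged as agonism.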
RXFP1 antag = antagonists of human relaxin receptor RXFP1; 350,000 compounds, 0.59% hits; HEK293-RXFP1, relaxin-stimulated cAMP HTRF, 30 min; active compounds read low; Q9HBX9; activity change, negative = inhibition, % at 57.5 µM;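 active means activity change of -60% or lower, but not beyond a set lower limit; inconclusive means change between -60% and -40%, or beyond the set limit; inactive means change above -40%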; further: on the % scale 0 is the no-effect control and ±100 the full control effect
D2 potentiator = positively modulates the human D2 dopamine receptor allosterically | HEK293 T-REx D2, calcium flux, EC20 dopamine potentiation | potentiation, % at 10 µM | 340,000 compounds, 0.34% hits;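 active means potentiation over 3 SD above the plate norm, cut at about 30% in these data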; further: 0% is about no effect
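Potentiation of an EC20 dopamine calcium response measured kinetically over 180 s, after a preceding 180 s compound-only read flagging agonists. Cells: inducible Hek293 Trex D2 line, 4000/well, cultured overnight at 30 C before dye loading.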
TRHR ag = agonists of human TRH receptor; P34981; TRHR cells, calcium flux fluo-8, FDSS agonist mode; 360,000 compounds, 0.18% hits; activation, % at 2 µM; in the data active means activation above about 30%; further: 0% is about no effect
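TRHR-expressing cells, plated overnight in medium with 10% serum, were loaded with fluo-8 calcium dye at room temperature. After a 10 s baseline, library compound was pin-added and calcium release was recorded kinetically (ex 480/em 530) as agonist response.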
D1 potentiator = enhances dopamine response at the human D1 receptor; P21728; HEK293 TREx D1 cells, calcium flux, dopamine EC20 potentiation; potentiation, % at 10 µM; 360,000 compounds, 0.036% hits; in the data active means potentiation above about 30%; further: 0% is about no effect
Anesthetic bind = binds horse apoferritin like a general anesthetic; P02791; apoferritin/1-aminoanthracene competitive binding, fluorescence; Potency, µM (highest dose often 77.5 µM), inactives show top-dose activity change, negative = displacement, usual class: inhibitors; 350,000 compounds, 0.074% hits; AID 485281; further: potency means the concentration at half of the fitted maximal effect; on the % scale 0 is the no-effect control and ±100 the full control effect; nearly all actives have a fitted effect of over 20% in size
Target sequence (P02791 2-175 limits assumed): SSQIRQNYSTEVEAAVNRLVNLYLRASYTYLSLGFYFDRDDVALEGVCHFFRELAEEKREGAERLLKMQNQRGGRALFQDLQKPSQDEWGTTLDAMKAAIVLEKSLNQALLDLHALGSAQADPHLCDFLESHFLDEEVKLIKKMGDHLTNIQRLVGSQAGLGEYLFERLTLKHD
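10 uM apoferritin + 50% sat. 1-AMA, PBS; cpd 10 min RT; Ex380/Em535 endpoint; normalized to free probe vs complex; 4-param Hill fit; propofol titration as pos. ctrl.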
An asterisk follows results filed as active; ? = inconclusive; . = no result given; & = joins results of further samples; [ ] = another dose, or the depositor's remark. Unless noted, the call rests on the fitted dose curve; in most records, active means well fitted curve in the direction sought with a large enough effect; inconclusive means small, poorly fitted or top-dose-only effect, or another doubt; inactive means no such curve, though single readings can be large; an effect the other way counts as inactive or inconclusive. The list is partial (hit frequency here may not be typical).

SMILES	D1 antagonist	TRHR PAM	RXFP1 agonist	D1 ag	RXFP1 antag	D2 potentiator	TRHR ag	D1 potentiator	Anesthetic bind
CCCc1cc(=O)[nH]c2nnc(SC(C)CC)n12 (stereo unspecified)	.	3	0.9%	-3	-13	13	0.0	3	-15%
CN(C)S(=O)(=O)c1ccc(Cl)c(NC(=O)CSc2nc3c(cc2C#N)C(=O)CC(C)(C)C3)c1	2	6	3.1%	1	-6	9	-0.8	-4	-6%
O=C(CSc1nnc(-c2ccco2)n1Cc1ccccc1)c1ccccc1	28	-8	2.6%	10	-2	-11	0.4	1	-11%
O=C(Nc1ccc(Cl)c(Cl)c1)Nc1ccccn1	-22	-3	0.3%	1	0	-4	0.1	-2	-13%
CCOC(=O)CSc1nnc(-c2ccc(Cl)cc2Cl)o1	-25	-6	2.6%	3	-6	5	-0.4	-7	-14%
CC(C)(C)c1ccc(C(=O)C2CCCN(C(=O)CCn3cncn3)C2)cc1 (stereo unspecified)	-5	-1	3.4%	0	5	1	-1.0	-7	-10%
O=C(NCc1ccco1)/C(=C/c1ccc(C(F)(F)F)cc1)c1nc2ccccc2[nH]1	3	-3	2.6%	5	-8	-6	-0.2	-2	-8%
COc1c(Cl)cc(C(=O)NN)cc1Cl	2	3	-3.1%	2	7	.	1.5	9	-16%
C=CCNCC(=O)Nc1ccccc1SCC(=O)Nc1ccsc1C(=O)OC	5	4	2.8%	1	-4	4	-0.3	1	-23%
Cc1cc(N2CCN(C)CC2)nc2ccc(NC(=O)Nc3ccccc3)cc12	2	4	-2.8%	2	-3	.	1.0	-3	49%[activator]
O=C1NC(=O)/C(=C\c2ccc(OCc3cnc(Cl)s3)cc2)S1	13	2	-1.6%	4	-7	-3	-0.3	1	-4%
N=c1n(Cc2ccccc2)c2ccccc2n1CC(O)c1ccccc1 (stereo unspecified)	8	-3	1.7%	16	11	-6	0.6	-6	-19%
CC(C)(C)c1ccc(-c2noc(CCC(=O)NCC3CCCO3)n2)cc1 (stereo unspecified)	-2	-7	-0.2%	11	-9	-3	-0.1	-1	-21%
CCNc1nc(NC(N)=S)nc(NC(C)(C)C)n1	-1	-1	0.6%	-1	-28	4	-0.4	-2	-2%
CN(Cc1cc(=O)n2ccsc2n1)Cc1nc2ccccc2c(=O)[nH]1	11	0	26%	2	-3	-1	2.1	-7	-5%
C=CCn1c(SCC(=O)Nc2sc3c(c2C#N)CCC3)nnc1C1COc2ccccc2O1 (stereo unspecified)	-9	1	-1.2%	3	-10	-5	-0.5	1	-21%
COc1ccc(S(=O)(=O)N2CCOCC2)cc1NC(=O)CN1C(=O)NC2(CCCCC2C)C1=O (stereo unspecified)	-25	2	3.1%	1	-11	3	-0.3	15	.
O=C(CCCn1c(SCC(=O)NC2CCCCC2)nc2ccccc2c1=O)NCC1CCCO1 (stereo unspecified)	-11	6	3.7%	0	1	14	-0.6	-3	-6%
COc1ccc(NC(=O)c2ccccc2N(Cc2ccccc2)S(C)(=O)=O)cc1OC	33	17	-2.0%	2	-10	37*	-0.7	-2	-6%
O=C(O)c1ccccc1C(=O)Nc1c(-c2ccccc2)nc2ccccn12	-2	-1	-3.4%	1	4	16	0.2	-1	-3%
COc1ccccc1C(=O)C1CCCN(C(=O)CCc2ccccn2)C1 (stereo unspecified)	-1	-3	-1.0%	1	2	-1	1.0	-2	-14%
Cc1ccccc1P(=O)(CO)c1ccccc1C	-3	3	0.6%	2	-19	2	-0.1	-1	-10%
CCCCNC(=O)CCCn1c(=O)c2ccccc2n(CC(=O)NCCC2=CCCCC2)c1=O	4	-3	0.0%	1	4	0	-1.1	1	4%
CCCc1cc(=O)oc2cc(C)cc(OC(C)C(=O)N[C@@H](Cc3c[nH]c4ccccc34)C(=O)O)c12 (stereo partly specified)	2	-6	3.6%	1	1	3	-0.2	2	-12%
CCC1(C)Cc2ccccc2-c2nc(SCC(N)=O)[nH]c(=O)c21 (stereo unspecified)	11	-1	11%	2	3	3	-0.2	-10	-4%
Next section.
SMILES	D1 antagonist	TRHR PAM	RXFP1 agonist	D1 ag	RXFP1 antag	D2 potentiator	TRHR ag	D1 potentiator	Anesthetic bind
Cc1onc(-c2ccccc2)c1C(=O)NC(=S)NNC(=O)c1ccco1	-6	3	1.1%	9	-17	-12	5.6	-3	-10%
CCN1CCN(Cc2ccc(NC(=O)c3cc(NC(=O)C(=O)c4c[nH]c5ccccc45)cc(OC)c3)cc2C(F)(F)F)CC1	-3	-4	-17%	4	13	-2	0.5	-2	-3%
CCSc1nnc(Cn2c(=O)sc3ccccc32)n1-c1ccc(OC)cc1	5	-8	-3.2%	-1	.	4	-0.7	2	-3%
CCOc1ccc(OCC)c(NC(=O)CSCCc2ccccn2)c1	3	8	-0.3%	1	-11	-3	-2.2	-3	-4%
O=C1Nc2c(c(=O)[nH]c(=O)n2-c2ccc(F)cc2)C1(NS(=O)(=O)c1ccc(Cl)cc1)C(F)(F)F (stereo unspecified)	3	-7	1.5%	1	-1	-9	0.4	-5	2%
Cc1ccc(NC2=NCC(=O)N2Cc2ccc3c(c2)OCO3)c(C)c1	0	5	0.4%	2	-7	3	0.8	-2	-3%
Cc1cc(C)c(C)c(S(=O)(=O)N2CCN(C(=O)c3ccncc3)CC2)c1C	4	1	0.8%	9	4	4	-0.1	.	.
COc1ccc(N2C(=O)C3C(C2=O)C(C(=O)c2ccccc2)N2CCCC32)cc1 (stereo unspecified)	2	2	2.1%	4	-5	17	2.9	0	1%
COC(=O)/C=C/c1ccc2c(c1)OCO2	-5	0	-0.7%	6	8	-19	0.2	-1	-10%
O=C(O)c1cc(-c2ccccc2Cl)n(-c2ccc(F)cc2)n1	5	5	-0.4%	1	14	4	0.7	14	-9%
CCC(C)c1ccccc1NC(=O)COC(=O)C1=COCCO1 (stereo unspecified)	3	-2	0.3%	2	10	-10	0.0	3	-5%
O=C(NCC1CC1)c1onc(CSc2ccncc2)c1C(=O)NCC1CC1	-2	5	0.0%	0	.	1	-0.3	0	-2%
Cc1ccc(C)c(CSc2nc3ccncc3n2CC(=O)Nc2ccc(C)c(C)c2)c1	-10	13	11%	0	.	-10	0.3	-3	-1%
CCOC(=O)c1sc(NC(=O)CCCCl)nc1C	22	9	-0.4%	0	0	9	0.2	-4	-2%
Cc1ccc(CNCc2cc(Cl)ccc2O)cc1	2	1	-0.4%	60*	.	-3	1.4	0	.
C=CCn1ccc(O)c(Cc2ccc(Cl)cc2)c1=O	5	3	-2.2%	2	4	8	0.2	-3	-7%
COCCCN1C(=O)C(O)=C(C(=O)c2ccco2)C1c1ccccc1 (stereo unspecified)	3	6	?	2	31	-1	0.0	4	-19%
O=C(COC(=O)COc1ccccc1Cl)Nc1ccccc1OC(F)F	-7	4	-0.6%	1	-8	1	-0.3	-2	-21%
CC(C)Oc1ccc(CNC(=O)Cn2c(=O)oc3ccccc32)cc1	0&-7	2&2	0.2%&0.2%	6&10	-4	-10&3	-0.3&-0.1	-2	-6%&-18%
CCc1nnc2c3ccccc3nc(Nc3ccc(C(C)=O)cc3)n12	10	10	5.8%	2	1	4	-0.7	-3	48%[activator]
O=C(Nc1ccncc1)c1ccccc1[N+](=O)[O-]	0	-9	0.7%	3	11	5	-0.3	-2	-6%
Cc1ccc(C)c(NC(=O)COC(=O)CC2c3ccccc3CCN2S(=O)(=O)c2ccc(F)cc2)c1 (stereo unspecified)	-3	-8	3.0%	4	11	-17	1.2	-4	2%
CCC(C)(C)NC(=O)C(c1ccccn1)N(C(=O)c1csnn1)c1ccccc1 (stereo unspecified)	3	2	0.6%	2	4	-7	2.1	-4	-6%
COc1ccc(CCNC(=O)C2CCN(c3nccc(C)n3)CC2)cc1	-4	13	-0.9%	0	8	13	-0.7	4	-5%
Cc1ccc(CC(=O)Nc2ccccc2-c2ccccc2)cc1C	7	15	2.4%	1	.	-7	0.2	4	7%
Carrying on:
SMILES	D1 antagonist	TRHR PAM	RXFP1 agonist	D1 ag	RXFP1 antag	D2 potentiator	TRHR ag	D1 potentiator	Anesthetic bind
CCc1ccccc1N(C)C(=O)Cc1c(C(=O)O)c(C)cn1C	-9	5	0.2%	1	-6	7	-0.3	2	-16%
Cc1nc(CCNC(=O)c2ccccc2)cs1	-10	-3	-0.9%	2	5	-6	0.8	-8	5%
Cc1cc(C(=O)C(C)Cl)c(C)n1Cc1ccco1 (stereo unspecified)	12	0	0.1%	1	-3	1	-0.8	5	-19%
Cc1noc(NC(=O)c2cccc(C(F)(F)F)c2)c1Cl	1	9	4.5%	5	-19	-2	0.6	-6	-16%
COc1cc(C(=O)NC2CCN(CC(=O)NC3CCCCC3)CC2)cc(OC)c1OC	-2	-3	2.8%	2	-7	4	-0.3	.	2%
O=C(NCC1CCCO1)c1ccc(CS(=O)(=O)c2ccc(Cl)cc2)o1 (stereo unspecified)	.	10	1.8%	-1	17	-6	-0.4	-1	-11%
Cc1ccc(CNC(=O)C(NS(=O)(=O)c2cccs2)C(C)C)cc1 (stereo unspecified)	7&-10	6&-5	0.4%&0.2%	-3&1	30	-5&19	-1.6&-0.4	-1&-6	-7%&5%
O=C(c1cnc2n(c1=O)CCS2)N1CCN(C(c2ccccc2)c2ccc(Cl)cc2)CC1 (stereo unspecified)	6	-4	0.1%	0	-4	3	0.1	-3	?
COc1ccc(Cc2nc3ccc(C(=O)N4CCOCC4)cc3o2)cc1	-3	-3	2.4%	4	-11	.	-0.1	-3	-13%
CCOC(=O)c1c(C)oc2ccc(OC(=O)c3cccs3)cc12	-18	-6	-0.3%	10	-32	.	0.7	5	-14%
Cc1ccc(S(=O)(=O)CC(=O)Nc2ccccn2)cc1	-3	19	0.3%	1	13	-5	0.5	-4	-10%
CC(=O)Nc1ccc(S(=O)(=O)N2CCN(C)CC2)cc1	0	-6	-0.6%	3	29	-2	0.4	-3	-14%
COc1ccc(C2c3ccsc3CCN2C(C)=O)cc1 (stereo unspecified)	12	1	-0.2%	0	-2	-18	-0.2	5	-11%
O=S(=O)(c1ccc(Cl)nc1)N(Cc1ccccc1)Cc1ccccc1	-28	-10	-0.7%	9	.	-8	0.5	-2	-9%
O=C(CCNC(=O)c1ccco1)Nc1cccc(C(F)(F)F)c1	-11	4	0.1%	-3	-13	-18	-0.4	-1	-3%

Assay outcomes deposited in PubChem by National Center for Advancing Translational Sciences (NCATS).
